# Compound activity from PubChem BioAssay.
# SKN-1 block – inhibitors of C. elegans SKN-1 | C. elegans VP596 Pgst-4::GFP/RFP ratio, acrylamide-induced, 24 h | inhibition, % at 21.8 µM | AID 624304 | hit rate 0.49% among 360,000;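 active = interference check ratio from 0.5 to 1.5 plus GFP to RFP signal ratio inhibition reaching or exceeding a fixed threshold, cut at about 30% in these data, passing the limit was not always enough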; also: some compounds called inactive have numbers as strong as hits
# E coli Lon inh – inhibitors of E. coli Lon protease; AID 602123; purified E. coli Lon protease, fluorescence polarization; inhibition, % at 7.94 µM; hit rate 0.42% among 360,000; P0A9M0; in the data active = inhibition above about 13%, passing the limit was not always enough;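 also: 0% = enzyme with probe and DMSO and 100% = no enzyme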
# MsrA act – bovine methionine sulfoxide reductase A activation | purified bovine MsrA, absorbance read-out | activation, % at 10.6 µM | hit rate 0.3% among 360,000 | AID 602163; in the data active = activation above about 7.5%;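 also: 0% = vehicle and 100% = reference activator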
# MLLE-PAM2 inh – blocks PAM2 peptide binding to the PABP1 MLLE domain | inhibition, % at 20 µM | P11940 | hit rate 0.36% among 360,000 | GST-MLLE / FITC-PAM2 fluorescence polarization; in the data active = inhibition above about 35%, passing the limit was not always enough;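 also: plate controls were DMSO wells with GST-MLLE for no effect and wells lacking GST-MLLE protein for full effect; some results filed as inactive read as strong as hits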
# FAS-TE inh – FAS thioesterase (human) inhibition. recombinant FAS-TE, OMFH fluorogenic substrate, fluorescence endpoint. inhibition, % at 15 µM. hit rate 0.67% among 360,000. AID 602261;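 active = compounds whose normalised, plate-corrected inhibition of enzyme fluorescence in the single-dose primary screen is 50% or more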;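 also: 0% = DMSO with enzyme and 100% = substrate without enzyme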
# Target sequence (P49327 whole entry, looked up): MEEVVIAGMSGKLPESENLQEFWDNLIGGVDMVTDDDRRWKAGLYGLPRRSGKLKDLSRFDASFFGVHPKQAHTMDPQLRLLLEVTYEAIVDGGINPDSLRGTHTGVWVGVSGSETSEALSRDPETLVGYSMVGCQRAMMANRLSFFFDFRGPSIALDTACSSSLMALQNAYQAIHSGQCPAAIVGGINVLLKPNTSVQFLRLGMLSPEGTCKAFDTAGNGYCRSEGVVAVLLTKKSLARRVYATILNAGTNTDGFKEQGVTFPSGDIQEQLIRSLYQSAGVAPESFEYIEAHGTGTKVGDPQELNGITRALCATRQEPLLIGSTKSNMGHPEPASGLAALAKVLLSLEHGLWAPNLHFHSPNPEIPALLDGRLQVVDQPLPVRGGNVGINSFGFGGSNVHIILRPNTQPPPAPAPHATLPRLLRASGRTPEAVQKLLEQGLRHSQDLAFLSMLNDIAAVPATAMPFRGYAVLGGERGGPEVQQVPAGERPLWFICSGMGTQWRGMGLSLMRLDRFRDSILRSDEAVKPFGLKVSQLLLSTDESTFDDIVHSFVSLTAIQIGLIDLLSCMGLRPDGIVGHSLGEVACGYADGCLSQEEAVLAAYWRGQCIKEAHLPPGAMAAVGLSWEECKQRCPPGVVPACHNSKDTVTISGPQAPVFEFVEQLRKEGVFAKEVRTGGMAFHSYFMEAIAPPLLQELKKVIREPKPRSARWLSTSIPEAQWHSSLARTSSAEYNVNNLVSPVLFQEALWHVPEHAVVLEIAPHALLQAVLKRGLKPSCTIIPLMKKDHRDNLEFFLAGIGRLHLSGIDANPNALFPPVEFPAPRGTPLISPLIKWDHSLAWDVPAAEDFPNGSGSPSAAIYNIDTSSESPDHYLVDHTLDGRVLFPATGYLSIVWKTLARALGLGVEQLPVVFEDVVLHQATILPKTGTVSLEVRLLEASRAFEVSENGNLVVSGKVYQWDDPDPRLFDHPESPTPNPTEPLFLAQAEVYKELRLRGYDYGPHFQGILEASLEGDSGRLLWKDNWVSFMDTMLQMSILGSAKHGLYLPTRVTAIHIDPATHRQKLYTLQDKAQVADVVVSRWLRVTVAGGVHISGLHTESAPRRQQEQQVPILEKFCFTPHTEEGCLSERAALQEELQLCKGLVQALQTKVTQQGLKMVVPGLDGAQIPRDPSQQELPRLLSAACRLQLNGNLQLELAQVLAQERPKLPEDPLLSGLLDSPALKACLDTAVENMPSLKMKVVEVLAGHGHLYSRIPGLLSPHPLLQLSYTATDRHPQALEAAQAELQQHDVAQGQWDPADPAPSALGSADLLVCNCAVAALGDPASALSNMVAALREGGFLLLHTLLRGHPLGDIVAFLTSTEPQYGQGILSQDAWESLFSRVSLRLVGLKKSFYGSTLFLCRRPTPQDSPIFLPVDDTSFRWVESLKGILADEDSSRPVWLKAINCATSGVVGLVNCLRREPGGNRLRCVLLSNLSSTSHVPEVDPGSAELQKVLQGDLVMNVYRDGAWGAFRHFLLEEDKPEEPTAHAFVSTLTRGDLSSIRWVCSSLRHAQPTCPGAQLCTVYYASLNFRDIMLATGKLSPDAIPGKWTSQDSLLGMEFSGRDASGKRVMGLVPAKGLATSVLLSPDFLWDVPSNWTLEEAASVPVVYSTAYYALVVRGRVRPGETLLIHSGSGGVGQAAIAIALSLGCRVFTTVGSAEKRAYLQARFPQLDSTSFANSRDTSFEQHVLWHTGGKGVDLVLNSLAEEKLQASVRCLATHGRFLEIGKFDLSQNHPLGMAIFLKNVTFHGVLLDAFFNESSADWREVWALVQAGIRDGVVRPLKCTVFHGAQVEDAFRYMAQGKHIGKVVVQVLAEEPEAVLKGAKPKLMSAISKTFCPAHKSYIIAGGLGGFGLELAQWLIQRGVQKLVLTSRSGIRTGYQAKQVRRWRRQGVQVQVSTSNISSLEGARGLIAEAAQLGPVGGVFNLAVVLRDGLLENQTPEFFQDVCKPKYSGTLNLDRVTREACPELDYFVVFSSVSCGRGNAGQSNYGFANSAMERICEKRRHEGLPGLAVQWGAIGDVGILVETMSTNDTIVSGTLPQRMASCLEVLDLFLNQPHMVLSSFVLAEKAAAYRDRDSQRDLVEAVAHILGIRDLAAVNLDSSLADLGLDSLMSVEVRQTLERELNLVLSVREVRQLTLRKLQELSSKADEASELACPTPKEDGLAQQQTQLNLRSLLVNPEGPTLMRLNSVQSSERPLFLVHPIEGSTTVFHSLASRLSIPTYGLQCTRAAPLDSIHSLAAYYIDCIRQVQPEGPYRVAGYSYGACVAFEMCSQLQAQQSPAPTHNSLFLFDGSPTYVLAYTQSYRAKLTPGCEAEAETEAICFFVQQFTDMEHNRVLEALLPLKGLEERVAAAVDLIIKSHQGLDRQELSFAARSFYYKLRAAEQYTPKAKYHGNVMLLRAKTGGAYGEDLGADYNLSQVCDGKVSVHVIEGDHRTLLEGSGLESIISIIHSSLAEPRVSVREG
# MsrA inhibitor – inhibitors of bovine MsrA; hit rate 0.75% among 360,000; purified bovine MsrA, absorbance read-out; AID 651718; inhibition, % at 15.5 µM; in the data active = inhibition above about 4.5%;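 also: 0% = vehicle wells with enzyme and 100% = reference inhibitor wells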
# MT1-MMP act inh – MT1-MMP (human) activation inhibition. P50281. HT1080 RFP-PRO-GFP cells, GFP/RFP ratio fluorescence, overnight; percent of plate control window, DMSO zero. GFP/RFP ratio change, % at 20 µM. hit rate 0.061% among 360,000. AID 651647;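 active = GFP/RFP ratio change of at least 30% with cell ATP level not reduced by more than half and red fluorescence within 50% of control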; also: strong numbers were not always called active
#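 Read-out: GFP/RFP fluorescence ratio; Test system: RFP-PRO-GFP reporter HT1080 cells; Compound dosing: single-point 20 µM compound, 1% DMSO; Times: overnight compound exposure at 37 °C.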
# NRP1-CendR mod – modulators of CendR peptide binding to human neuropilin-1 | O14786 | FAM-RPARPAR peptide binding to NRP-1, fluorescence polarization | inhibition, % at 25 µM | hit rate 0.85% among 360,000 | AID 602438;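 active = inhibition or corrected inhibition above about 18%, plus a signal ratio from 0.5 to 1.5, limit read from the data, passing the limit was not always enough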; also: strong numbers were not always called active
# Tb MetRS inh – blocks T. brucei methionyl-tRNA synthetase activity; purified T. brucei MetRS, ATP depletion, Kinase-Glo luminescence; inhibition, % at 11.9 µM; hit rate 0.4% among 360,000;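 active = inhibition above a per-plate cutoff of the control wells' mean inhibition plus 3 SD, cut at about 5.5% in these data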;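 also: 0% = DMSO wells median and 100% = median of wells with control inhibitor compound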
#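 System: purified T. brucei MetRS enzyme / Detection: Kinase-Glo luciferase luminescence reporting remaining unconsumed ATP / Medium: HEPES buffer with MgCl2, KCl, DTT, spermine, BSA, pyrophosphatase / Replication: singlicate, one well per compound / Evaluation: percent inhibition relative to median high and low control wells / Schedule: 2 h aminoacylation at 25 °C after 15 min preincubation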
# An asterisk follows results filed as active; x = not tested or not shown.
SMILES,SKN-1 block,E coli Lon inh,MsrA act,MLLE-PAM2 inh,FAS-TE inh,MsrA inhibitor,MT1-MMP act inh,NRP1-CendR mod,Tb MetRS inh
CC(C)CNC(=O)[C@H](Cc1ccccc1)NC(=O)c1ccco1,-6,-4,-2,-6,-3,-0.5,8,-16,-0.4
CCCCCCCC(=O)Nc1cc(C(=O)NCCC)ccc1N1CCC2(CC1)CC(c1ccccc1)=NO2,-4,-6,-2,4,19,0.7,-1,-1,-0.1
CCc1ccc2oc(=O)cc(CN3CCN(CCO)CC3)c2c1,-38,0,5,5,0,0.8,6,1,-0.4
Oc1ccccc1C=NN1CCCCCC1,-8,0,-4,-16,11,1.9,2,8,-0.2
Cc1ccc(C(=O)N/C(=C\c2ccccc2)C(=O)NCc2ccncc2)cc1,-8,5,-2,9,-3,1.2,1,4,0.9
COC(=O)c1ccccc1NC(=O)CSc1nc(NC(=O)c2ccccc2)c2c(C)c(C)oc2n1,-41,-6,-12,10,26,-0.2,5,10,1.1
CCCCOC(=O)CSCC(=O)Nc1cc(C)on1,-18,-4,1,6,-4,0.0,5,9,0.6
O=C(O)C1CCN(C(=O)c2ccc3c(c2)OCO3)CC1,-4,6,-3,-6,-3,-1.7,0,1,-0.4
CCCn1c(N)c(C(=O)CSc2ncc(C(F)(F)F)cc2Cl)c(=O)[nH]c1=O,8,0,-7,-2,8,0.1,0,-8,-0.7
Cc1ccc(N2CC(O)Cn3c2nc2c3c(=O)n(C)c(=O)n2C)cc1 (stereo unspecified),1,-1,-10,0,-5,-0.6,-4,3,-1.1
OCCCn1c(CCNc2nc(-c3ccc(F)cc3)cs2)nc2cc(C(F)(F)F)ccc21,2,7,0,-78,22,0.3,6,5,-0.1
CCCNC(=O)Nc1ccc(C)cc1C,4,-14,-8,-4,-2,1.3,-3,9,-1.0
CN1CCN(c2ncnc3c2ncn3[C@H]2CN(Cc3cccs3)C[C@@H](CO)O2)CC1,5,-7,-1,-10,-6,-0.7,-2,-5,-0.2
COc1ccc(-c2cnc(SCCNC(=O)c3ccc4c(c3)OCO4)[nH]2)cc1,0,-1,-4,12,-2,-1.3,-1,-2,-0.4
CCCCc1ccc(NC(=O)CC(C)C)cc1,17,5,-4,10,20,-1.1,-2,-4,0.7
CCc1noc(C)c1C(=O)OC(C)C(=O)c1c(C)[nH]c2ccccc12 (stereo unspecified),8,1,-4,4,11,-0.6,2,-5,0.3
NC(=O)C1CCN(C(=O)c2cc(-c3ccc(Cl)s3)nc3ccccc23)CC1,-8,-9,-11,-6,2,1.8,2,-13,-0.6
CCN(CC(=O)Nc1c(F)cccc1F)C(=O)C1CC(=O)N(c2ccc3c(c2)OCCO3)C1 (stereo unspecified),2,-5,-2,13,-6,-0.9,0,-3,-0.3
O=C(CCc1nnc(-c2ccc3c(c2)OCO3)o1)N1CCC(c2ccc(F)cc2)C1 (stereo unspecified),15,-1,0,7,3,-0.4,-2,-6,-0.3
COc1ccc(N(C)C(=O)Nc2ccc3c(c2)nnn3C)cc1,0,2,-11,6,-13,1.6,9,-14,-0.5
O=C(CCCN1C(=O)/C(=C/c2ccccc2)SC1=S)N1CCOCC1,-12,-3,-11,-11,0,2.0,2,4,-0.7
O=C(Nc1cccc2cccnc12)c1ccccc1Cl,13,-12,-3,-4,13,0.9,1,-1,-0.1
O=c1cc(-c2ccccc2)oc2c1CCCC2,10,1,-2,0,0,x,-3,4,-0.8
Cc1cc(Cl)ccc1OCCCC(=O)NCC1CCCO1 (stereo unspecified),20,13,-1,2,1,-0.9,4,10,2.6
COCCn1c(C)cc(C(=O)CSc2nc(C)c(C)c(C)n2)c1C,-1,1,-3,29,-2,2.6,-5,-8,2.7

# (list continues)
SMILES,SKN-1 block,E coli Lon inh,MsrA act,MLLE-PAM2 inh,FAS-TE inh,MsrA inhibitor,MT1-MMP act inh,NRP1-CendR mod,Tb MetRS inh
CCOc1ccc(C(=O)Nc2nnc(S(=O)(=O)Nc3ccccc3C)s2)cc1,5,-1,-3,-16,0,2.5,3,-17,-0.5
O=C(CSc1ncn[nH]1)Nc1ccc2c(c1)OCCO2,-5,-4,-1,-6,-12,0.2,0,-10,-0.2
O=C(NC1CC2CCCC(C1)N2C(=O)Nc1ccccc1Cl)C1CC1 (stereo unspecified),11,0,-4,-3,-3,-0.9,0,2,-0.1
O=S1(=O)CCOCCCN1Cc1ccc(Cl)cc1,-11,-15,3,-11,-12,0.5,0,24*,0.6
COCCNC(=O)C1(C)CCCN(C(=O)c2ccc(N(C)C)cc2)C1 (stereo unspecified),17,-5,-3,-12,-5,1.3,4,-4,-0.4
CCN(CC(=O)NCc1cccs1)C(=O)COc1ccc(C(C)=O)cc1,5,-18,0,-7,-10,0.4,-1,8,-0.2
O=C(COc1ccc(-c2ccccc2)cc1)NNC(=O)Nc1ccccc1,11,1,-11,-26,-3,1.4,7,10,-0.4
Cc1cc(C(=O)N/N=C/c2ccc3c(c2)OCO3)c(C)n1-c1ccc(F)cc1,-3,-7,-1,-6,4,1.1,-1,-5,0.3
CNC(=S)Nc1ccccc1-c1ccccc1,0,-10,-11,20,-11,0.2,0,2,-1.1
O=S(=O)(c1ccccc1F)N1CCC(Oc2ccc(-n3cnnn3)cc2)CC1,5,7,-3,24,11,-0.1,-5,-3,0.2
COc1cccc(CNCCc2c[nH]c3ccccc23)c1OCc1ccccc1,-8,4,-3,-10,6,-0.6,-21,5,0.6
O=C(COc1ccccc1F)Nc1nc(-c2ccccn2)cs1,4,-5,-1,8,2,0.7,1,-8,-0.3
COc1ccc(OC)c(NC(=O)CSc2nncc3ccc(OC)c(OC)c23)c1,10,50*,-3,-8,2,0.8,-5,-1,0.0
CCOC(=O)C1=CSC2=NS(=O)(=O)CCN12,2,2,-3,10,-6,-1.1,-6,-9,-0.3
Brc1ccc(-c2nc(-c3ccccn3)no2)o1,44*,4,0,-2,-6,0.6,0,6,-1.0
Cc1ccccc1NC(=O)c1ccc(F)c(S(=O)(=O)N2CCCCC2)c1,8,-8,-2,-3,0,-0.1,1,3,0.3
CCC(=O)Nc1nnc(Cc2ccccc2)s1,-3,1,6,2,-5,-0.1,2,0,-0.1
Cc1nc(CC(=O)Nc2nccs2)cs1,-6,0,-8,-6,1,0.2,3,4,-1.1
O=C(CC1C(=O)NCCN1Cc1cccc(C(F)(F)F)c1)NCCCOc1cccnc1 (stereo unspecified),16,8,-4,13,-5,0.6,1,24,0.1
O=S(=O)(NCc1ccccc1)c1ccc2c(c1)OCCO2,21,-7,-1,-8,0,-1.5,0,-4,-0.3
O=[N+]([O-])c1cccc(-c2cn3ccccc3n2)c1,20,4,-2,-19,9,1.4,0,5,0.4
COc1ccc(NC(=O)c2cnc3sccn3c2=O)cc1,-26,-2,-9,-6,-2,2.8,1,-12,-0.5
COc1ccc(NC(=O)CN(C)C(=O)CNC(=O)c2ccc3ccccc3c2)cc1,12,5,-2,14,-4,0.6,2,-7,-0.4
CCOC(=O)/C(C#N)=C/c1ccc(SC)cc1,1,-6,-8,4,-1,-0.3,2,17,-0.8
CCOc1cc(/C=C(\C#N)C(=O)Nc2cccc(C(=O)O)c2)ccc1OCc1ccc(Br)cc1,1,-2,-1,13,18,-1.8,-9,-43,0.3

# (listing goes on)
SMILES,SKN-1 block,E coli Lon inh,MsrA act,MLLE-PAM2 inh,FAS-TE inh,MsrA inhibitor,MT1-MMP act inh,NRP1-CendR mod,Tb MetRS inh
Cc1nn2c(NCCOCCO)c3c(nc2c1-c1ccccc1)CCCC3,9,6,-4,4,4,x,5,-2,0.1
CC(=O)Nc1ccc(S(=O)(=O)N2CCN(C(=O)c3ncoc3-c3cccc(F)c3)CC2)cc1,7,3,-6,-4,0,0.0,3,-3,-1.1
CC(=O)Nc1ccc(Nc2ncc([N+](=O)[O-])c(Nc3ccc(NC(C)=O)cc3)n2)cc1,20,-1,-6,-12,-2,0.0,-2,-3,-0.8
CCOC(=O)C1(CCOc2ccccc2)CCN(Cc2ccc(COC)o2)CC1,8,1,-4,17,-1,-0.5,-1,4,-0.1
COc1ccc(CNC(=O)c2sc(=O)n(Cc3ccccc3C)c2C)cc1,1,4,0,-1,12,-0.4,-4,-19,-0.8
CC(C)(C)NC(=O)C(c1ccccc1F)N(Cc1ccco1)C(=O)c1csnn1 (stereo unspecified),-12,2,-12,-5,-6,0.3,-2,3,-0.5
Cc1ccc(C)n1NC(=O)c1ccc([N+](=O)[O-])cc1,2,-4,-7,9,0,2.0,-2,4,-3.1
CN=C(Nc1ccc(Cl)cc1)c1cccc(C(F)(F)F)c1,0,-6,-6,-11,3,0.3,-7,5,-1.3
CCC1CCCCN1C(=O)NC(=O)c1ccccc1 (stereo unspecified),-28,-2,-4,6,-3,-0.9,-13,0,0.0
CCn1c2ccccc2c2cc(NC(=O)COc3ccccc3OC)ccc21,5,-3,-4,1,27,0.6,5,-9,-0.5
COC1CCN(C(=O)C2CCC(=O)N(C3CCCCCC3)C2)CC1 (stereo unspecified),15,-3,1,-6,-5,-0.1,0,8,-0.1
CCN(CC)C(=O)Cn1c(=O)n(-c2ccccc2)c(=O)n1CC(=O)N(CC)CC,11,-6,-2,-15,-10,0.1,-1,13,-0.4
O=c1c2cc3c(cc2[nH]c(=S)n1CCN1CCOCC1)OCO3,-6,-4,2,-46,-10,-0.1,4,9,0.3
CCN(CC)C(=S)Nc1ccc(OC)cc1,-5,-17,-2,-31,-15,-0.4,2,-2,-0.3
Cc1ccc(C)c(-n2c(SCC(=O)N3CCCC3)nnc2-c2ccccn2)c1,-3,-2,-2,5,-6,1.0,2,6,0.0
COc1ccc(C(C(=O)NC2CCCC2)N(Cc2cccnc2)C(=O)Cc2cccs2)c(OC)c1 (stereo unspecified),4,-1,-4,-8,0,0.6,-4,3,-0.7
COCc1ccc(CN2CCCC(CO)(Cc3cccc(OC)c3)C2)o1 (stereo unspecified),5,-5,0,2,-4,-0.2,3,6,0.2
COc1ccc(C(=O)Nc2ccc(NC(=O)C(C)C)nc2)cc1,-5,-5,-4,-2,-3,2.4,5,-4,-0.6
COc1ccc(O)c(C(=O)CC(=O)c2ccccc2C)c1,16,-7,-8,-14,10,1.7,-12,-4,-0.5
O=C(CCc1ccccc1Cl)N1CCN(S(=O)(=O)c2ccccc2)CC1,8,-1,-3,3,6,0.9,-7,-4,-0.3
O=C(Nc1nc2ccccc2s1)c1cc2c(s1)-c1ccccc1OC2,7,-1,5,-33,6,-0.6,2,-1,-1.3
O=C1/C(=C/c2cccc(F)c2)CSc2sccc21,1,2,-3,-7,-17,0.1,-6,10,-1.2
Cc1cc(C)c2c(CN3CCCCC3C)cc(=O)oc2c1 (stereo unspecified),2,8,-3,2,14,2.1,-8,10,0.5

# Single records (already shown). Order of values: SKN-1 block	E coli Lon inh	MsrA act	MLLE-PAM2 inh	FAS-TE inh	MsrA inhibitor	MT1-MMP act inh	NRP1-CendR mod	Tb MetRS inh
# `CC(=O)Nc1ccc(S(=O)(=O)N2CCN(C(=O)c3ncoc3-c3cccc(F)c3)CC2)cc1` is listed with 7	3	-6	-4	0	0.0	3	-3	-1.1
# `CN=C(Nc1ccc(Cl)cc1)c1cccc(C(F)(F)F)c1` is listed with 0	-6	-6	-11	3	0.3	-7	5	-1.3
# `CCOC(=O)C1(CCOc2ccccc2)CCN(Cc2ccc(COC)o2)CC1` is listed with 8	1	-4	17	-1	-0.5	-1	4	-0.1
# `Cc1cc(C)c2c(CN3CCCCC3C)cc(=O)oc2c1` (stereo unspecified) is listed with 2	8	-3	2	14	2.1	-8	10	0.5
